# Assay outcomes from PubChem.
# Fam108B inh: blocks mouse Fam108B hydrolase in RBBP9 counter-screen; inhibition, % at 9.51 µM; recombinant Fam108B, FP-Rh probe fluorescence polarization; hit rate 0.33% among 300,000; AID 1947;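 active = inhibition above the screen mean inhibition plus 3 SD, computed separately per campaign, cut at about 18% in these data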;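 note: inhibitors lower polarization as less probe binds the enzyme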
# LYPLA1 counter: LYPLA1 (human) inhibition in PME1 counter-screen; hit rate 0.16% among 320,000; O75608; AID 2174; inhibition, % at 5.9 µM; recombinant LYPLA1, FP-Rh probe fluorescence polarization;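 active = inhibition above the mean of all tested compounds plus 3 SD, set per campaign, cut at about 14% in these data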;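 note: inhibitors block serine hydrolase probe labeling of LYPLA1 so polarization falls; 0% = enzyme with DMSO and 100% = wells lacking LYPLA1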
# Target sequence (O75608 whole entry, looked up): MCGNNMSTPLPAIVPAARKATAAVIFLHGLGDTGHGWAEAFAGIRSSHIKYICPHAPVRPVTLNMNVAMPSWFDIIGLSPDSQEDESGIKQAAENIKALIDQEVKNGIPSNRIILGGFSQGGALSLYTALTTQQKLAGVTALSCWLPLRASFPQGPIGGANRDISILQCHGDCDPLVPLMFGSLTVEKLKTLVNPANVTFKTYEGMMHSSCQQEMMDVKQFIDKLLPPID
# PAFAH1B3 FP inh: PAFAH1B3 (human) inhibition. recombinant PAFAH1B3, FP-rhodamine probe, fluorescence polarization. inhibition, % at 3.39 µM. hit rate 0.28% among 340,000. AID 492972;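 active = inhibition above the screen-wide average of all tested compounds plus 3 SD, cut at about 25% in these data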;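 note: 0% = enzyme with DMSO only and 100% = wells lacking PAFAH1B3 protein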
# Target sequence (Q15102 whole entry, looked up): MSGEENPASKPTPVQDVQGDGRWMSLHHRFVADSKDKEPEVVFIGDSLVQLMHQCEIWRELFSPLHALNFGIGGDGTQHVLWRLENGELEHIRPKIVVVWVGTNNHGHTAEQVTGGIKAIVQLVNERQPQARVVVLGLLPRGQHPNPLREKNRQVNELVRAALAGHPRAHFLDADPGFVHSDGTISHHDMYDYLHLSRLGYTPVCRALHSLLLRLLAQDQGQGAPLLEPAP
# pPAFAH FP inh: pPAFAH (human) enzyme inhibition; Q13093; recombinant pPAFAH, FP-rhodamine probe fluorescence polarization; inhibition, % at 3.39 µM; hit rate 1.5% among 330,000; AID 463082;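 active = inhibition above the mean inhibition across the screen plus 3 SD, cut at about 25% in these data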;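 note: inhibitors block binding of the rhodamine activity-based probe so polarization drops; 0% = enzyme with DMSO and 100% = wells lacking pPAFAH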
# PAFAH1B2 FP inh: blocks human PAF acetylhydrolase 1b catalytic subunit 2; inhibition, % at 3.39 µM; AID 492953; recombinant PAFAH1B2, FP-rhodamine activity probe, fluorescence polarization; hit rate 1.2% among 340,000;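 active = inhibition above the mean of all tested compounds plus 3 SD, cut at about 24% in these data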;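 note: 0% = enzyme with DMSO and 100% = wells lacking PAFAH1B2; many of its hits are not listed in these tables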
# Target sequence (P68402 whole entry, looked up): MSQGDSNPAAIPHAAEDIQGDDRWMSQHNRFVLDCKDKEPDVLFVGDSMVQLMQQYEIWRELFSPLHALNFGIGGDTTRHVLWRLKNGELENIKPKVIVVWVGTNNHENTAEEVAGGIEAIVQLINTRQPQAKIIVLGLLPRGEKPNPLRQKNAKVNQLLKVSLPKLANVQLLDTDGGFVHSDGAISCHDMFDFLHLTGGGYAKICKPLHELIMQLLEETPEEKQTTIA
# PME-1 primary: blocks human protein phosphatase methylesterase 1. recombinant PME-1, FP-Rh probe fluorescence polarization. hit rate 0.53% among 320,000. AID 2130. Q9Y570. inhibition, % at 5.9 µM;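 active = inhibition above the campaign mean of all compounds plus 3 SD, cut at about 26% in these data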;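 note: competitive labeling of PME-1 active site by serine hydrolase directed probe; 0% = PME-1 with DMSO and 100% = wells lacking PME-1 enzyme; inhibitors block probe labeling so polarization falls and inhibition rises; many of its hits are not listed in these tables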
# PAFAH2 inh: inhibitors of human PAFAH2 | Q99487 | recombinant PAFAH2, FP-rhodamine activity probe, fluorescence polarization | inhibition, % at 3.39 µM | hit rate 0.99% among 340,000 | AID 492956;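 active = inhibition above the mean over all tested compounds plus 3 SD, cut at about 30% in these data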;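 note: inhibitors block probe labeling of enzyme so polarization drops; 0% = enzyme with DMSO and 100% = wells lacking PAFAH2 protein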
# PAD4 FP inh: blocks human protein arginine deiminase 4. recombinant PAD4, RCA probe fluorescence polarization. inhibition, % at 6.36 µM. hit rate 0.41% among 330,000;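 active = percent inhibition above a cutoff equal to the mean of all tested compounds plus 3 SD, cut at about 15% in these data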;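 note: 0% = PAD4 with RCA probe and DMSO and 100% = probe without PAD4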
# GSTO1 inh: blocks human GSTO1 in RBBP9 counter-screen | hit rate 1.1% among 300,000 | recombinant GSTO1, activity-based probe fluorescence polarization | P78417 | inhibition, % at 5.96 µM;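 active = inhibition above the campaign mean inhibition plus 3 SD, cut at about 35% in these data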;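 note: 0% = GSTO1-1 with DMSO and 100% = wells lacking GSTO1-1 enzyme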
# Target sequence (P78417 whole entry, looked up): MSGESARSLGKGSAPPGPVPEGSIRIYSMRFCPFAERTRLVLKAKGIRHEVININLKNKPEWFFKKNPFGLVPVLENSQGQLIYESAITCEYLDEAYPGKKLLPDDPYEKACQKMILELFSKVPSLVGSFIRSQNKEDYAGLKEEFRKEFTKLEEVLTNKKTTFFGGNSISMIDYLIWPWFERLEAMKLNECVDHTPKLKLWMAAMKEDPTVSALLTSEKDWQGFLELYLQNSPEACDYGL
# * = called active by the depositor; · = no result given. Only part of the results is shown, so the mix of outcomes need not match the whole.
Structure,Fam108B inh,LYPLA1 counter,PAFAH1B3 FP inh,pPAFAH FP inh,PAFAH1B2 FP inh,PME-1 primary,PAFAH2 inh,PAD4 FP inh,GSTO1 inh
Cn1c(CC(=O)Nc2ccccc2Cl)nnc1SCC(=O)Nc1nncs1,0,-4,6,-2,0,-4,1,2,3
O=C(NCCCn1ccnc1)c1cnn2c1NC(c1ccccc1)CC2C(F)(F)F (stereo not drawn),-1,3,6,1,4,4,3,1,-5
Cc1ccc2nc(SCC(=O)c3cc(C)n(C)c3C)[nH]c2c1,5,-2,4,-2,5,0,3,1,-2
CCCC(=O)c1ccc(N2CCN(S(=O)(=O)c3ccccc3)CC2)c(F)c1,-3,-1,3,3,1,8,-1,0,-4
CCOC(=O)CSc1nc2c(cnn2-c2ccc(Cl)cc2)c(=O)[nH]1,1,-2,5,2,8,1,-2,-4,-8
CC(C)c1ccc(N(CC(=O)NCCSC(C)(C)C)S(C)(=O)=O)cc1,-2,1,-1,-1,2,1,-2,-1,4
CNc1cc(C(F)(F)F)nc(-c2ccccn2)n1,0,-4,9,3,5,-6,-6,1,4
COc1ccc(C2C(C(=O)Nc3cccc(C)n3)c3ccccc3C(=O)N2C)cc1 (stereo not drawn),5,-2,-1,0,0,-2,0,-6,1
COc1ccc(CNC(=O)C(C)N2CCN(c3ccc(C(C)=O)cc3)CC2)cc1 (stereo not drawn),0,-3,-3,1,-3,-2,4,-5,-6
CCOC(=O)CSc1nnc(CNC(=O)c2ccccc2OC)n1-c1ccc(OC)cc1,1,-5,-1,1,1,-8,3,-3,4
O=C(N=Nc1c(O)[nH]c2ccccc12)c1cc(-c2cccs2)[nH]n1,-18,-2,8,14,8,-15,0,-1,-21
O=C(NCc1ccc(Cl)cc1Cl)c1ccc2nc[nH]c2c1,4,-2,1,9,10,-1,-2,-2,2
Cc1ccc(N(C(=O)CNC(=O)c2ccco2)C(C(=O)NC2CCCC2)c2ccncc2)c(C)c1 (stereo not drawn),-1,-2,4,5,3,0,-2,1,0
O=C(O)c1cn(Cc2ccccn2)c(=O)c2ccccc12,0,-1,-1,-4,-1,-6,-1,-7,1
CCCCn1c(N)c(N(CCOC)C(=O)CN2C(=O)c3ccccc3C2=O)c(=O)[nH]c1=O,1,2,11,1,4,1,2,1,3
CCCC(C)c1nnc(NC(=O)COc2ccc3c(c2)OCO3)s1 (stereo not drawn),0,-2,5,-4,-14,-3,-4,-6,-13
O=C(NNC(=O)c1ccc2c(=O)n3c(nc2c1)CCC3)c1ccc(Cl)cc1,·,-2,6,-2,1,1,9,-1,·
COc1ccc(-n2nc3c(=O)[nH][nH]c3cc2=O)cc1,2,1,-2,14,-1,7,9,-3,16
O=P(c1ccccc1)(c1ccccc1)C(O)c1ccccn1 (stereo not drawn),0,-1,·,0,·,3,·,2,3
c1ccc(Cn2nnnc2C(c2ccncc2)N2CCOCC2)cc1 (stereo not drawn),2,0,2,4,1,-4,2,1,1
CSc1nc(N)n(-c2cc(C(F)(F)F)ccn2)n1,0,-3,-4,3,3,-6,4,2,-3
COCCn1c(CN2CCC(Cc3ccccc3)CC2)nc2c1c(=O)n(C)c(=O)n2C,3,2,-5,-3,-7,0,-2,-4,-11
Cc1ccc(SCc2cc(=O)[nH]c(N3CCN(Cc4ccccc4)CC3)n2)cc1,0,2,2,4,17,3,-4,-1,-1
CC1CCCN(C(=O)c2ccncc2)C1 (stereo not drawn),5,-4,2,1,-1,3,-1,-2,12
COCc1ccc(CN2CCC(CO)(CC3CCCCO3)CC2)o1 (stereo not drawn),0,0,7,4,-1,0,7,2,7
Cc1cc2cc(CN(CCCO)S(=O)(=O)c3cccc4nsnc34)c(=O)[nH]c2cc1C,2,2,12,-1,4,-5,-2,-2,0
CCOC(=O)Cc1csc(NC(=O)CN2CCCCC2)n1,-3,-1,5,2,2,-2,-5,-3,-11
O=S(=O)(Nc1nc(-c2ccccc2)cs1)c1cc(Cl)ccc1Cl,-3,-3,-6,28*,-3,14,21,-15,12
C=CCc1ccc(OCC(O)COc2ccc(CC=C)cc2OC)c(OC)c1,-1,2,9,6,1,0,4,1,1
CCc1ccc(N=CC2=C(O)CC(c3ccco3)CC2=O)cc1 (stereo not drawn),-4,3,6,6,6,-4,1,3,-4
COc1ccc(NC(=O)CN(C)S(=O)(=O)c2cccc3cccnc23)cc1,1,1,-1,1,0,1,-7,2,5
CCNC(=S)N1CCn2cccc2C1c1ccc(F)cc1 (stereo not drawn),1,0,10,5,4,1,-1,-4,-6
CCN(CC(=O)Nc1ccc(NC(C)=O)cc1)C(=O)/C=C/c1ccc([N+](=O)[O-])cc1,3,1,15,0,4,-2,0,3,-3
Cc1csc(NC(=O)CCc2nc3ccccc3s2)n1,0,0,3,8,3,-1,2,-4,2
O=c1c2nncn2c2cc(C(F)(F)F)ccc2n1CCNc1ncc(C(F)(F)F)cc1Cl,3,2,-3,0,1,5,0,1,-2
Cc1ccsc1/C=N/n1c(-c2cccnc2)n[nH]c1=S,-2,-5,3,-1,5,-3,10,11,-2
CC(=O)Oc1ccccc1-n1c(C)nc(=O)c(-c2ccccc2)c1C,1,0,·,3,·,2,·,0,-8
CCOc1ccccc1Nc1ccc2nonc2c1[N+](=O)[O-],-2,5,2,4,1,2,2,0,3
COc1cccc(C(=O)NC(=S)Nc2cccnc2)c1,2,2,4,0,-2,-3,7,-1,3
CCOC(=O)c1c(NC(=O)C(C)N2CCN(C(=O)c3ccco3)CC2)sc2c1CCCC2 (stereo not drawn),-1,0,1,8,-1,9,-1,0,7
COc1cc(/C=N/NC(=O)CNC(=O)/C=C/c2ccco2)cc(OC)c1OC,3,-1,8,-3,6,-4,9,0,-1
COc1ccc(C2=Nn3c(nnc3-c3ccccc3OC)SC2)cc1OC,4,0,10,2,5,7,1,6,0
Cc1cccc(OC(C)C(=O)NC2CCS(=O)(=O)C2)c1C (stereo not drawn),1,3,-2,-10,-1,-6,1,-1,1
O=C(O)c1ccccc1NC(=O)C1CCN(S(=O)(=O)c2cccc3nsnc23)CC1,1,-2,2,-3,3,-9,0,-4,-11
CCN(Cc1ccccc1)C(=O)c1c(-c2ccccc2Cl)noc1C,0,-1,3,2,2,-1,8,1,-2
CN(C)CCCN1c2ccccc2CCc2ccccc21,6,2,-3,0,-2,-9,-4,5,-1
C=CCSc1nnc(NC(=O)C2CSC3(C)CCC(=O)N23)s1 (stereo not drawn),0,3,-1,-2,0,-1,1,-4,8
CCOC(=O)c1ccc(NC(=O)CCOc2ccccc2)cc1,-2,-1,3,2,2,-2,-3,1,7
Cc1ccc(OCCC(=O)OCC(=O)Nc2c(C)nn(-c3ccccc3)c2C)cc1,0,1,1,16,3,4,-6,1,-3
CC(=O)Nc1ccc2c3c(cccc13)C(=O)N(c1ccccc1)C2=O,1,0,8,-4,8,-6,-3,2,9

# The list continues.
Structure,Fam108B inh,LYPLA1 counter,PAFAH1B3 FP inh,pPAFAH FP inh,PAFAH1B2 FP inh,PME-1 primary,PAFAH2 inh,PAD4 FP inh,GSTO1 inh
C=CCNC(=O)C1=NN(c2c(F)c(F)cc(F)c2F)C(=O)CC1,-5,1,17,-5,4,-6,3,-2,6
C=CCc1c(C)nc(C)nc1N/N=C/c1ccc(F)cc1,4,-2,9,9,1,2,0,-3,-2
COc1cccc(CNc2ccc3[nH]c(=O)[nH]c3c2)c1OCc1ccccc1Cl,3,2,9,9,6,9,6,0,-11
CCc1cc2cc(C)ccc2nc1SCC(=O)NC1CCCC1,-8,-3,6,30*,4,-3,-22,5,-6
Cc1ccc(NS(=O)(=O)c2ccc(/C=C/C(=O)O)cc2)cc1Cl,2,-2,-3,29*,14,5,10,1,27
C=CCNC(=O)N1CCc2[nH]c3ccc(F)cc3c2C1,4,1,-2,0,-3,-4,2,-1,12
COC(=O)C1=C(C)n2nnnc2NC1c1cc2ccccc2o1 (stereo not drawn),2,0,6,9,4,4,-2,-1,0
CC(C)=CC1C(C(=O)NCCOc2ccccc2)C1(C)C (stereo not drawn),-1,3,5,7,0,3,-4,-5,9
CCCn1c(C)cc(C(=O)COc2ccc(-c3nnco3)cc2)c1C,-5,5,6,-9,2,-4,5,-6,0
COC(=O)CCN1CCN(S(=O)(=O)c2ccccc2Br)CC1,0,-1,8,3,6,-4,6,1,2
O=C(c1ccc(-n2cncn2)c([N+](=O)[O-])c1)N1CCN(S(=O)(=O)c2ccc(F)c(F)c2)CC1,1,-2,-1,3,3,-3,7,-4,13
C#C[C@]1(O)CC[C@H]2[C@@H]3[C@H](C)CC4=C(CCC(=O)C4)[C@H]3CC[C@@]21C,-1,-1,·,-4,·,-3,·,-3,-2
C/C(=N\O)C(=O)NCCN1CCCCC1,-1,1,7,1,4,-3,4,-4,4
CCNC(=S)N1C2CCC1CC(NC(=O)NC1CCCCC1)C2 (stereo not drawn),1,4,-4,2,-2,-6,0,0,3
CCNc1nc(Oc2ccc(C(=O)OC)cc2)nc(N2CCOCC2)n1,-1,0,7,5,5,-1,11,0,9
Cc1cc(C)cc(NC(=O)CSc2nnc(-c3ccccc3C)o2)c1,0,-3,5,-2,2,5,-3,4,-3
O=C(c1ccco1)N1CCN(C(=O)c2cn(-c3ccccc3)nc2-c2ccccc2)CC1,·,-3,5,-1,0,4,8,0,·
Cc1nnc(SCC(=O)NC(=O)Nc2ccc3c(c2)OCCO3)n1N,-2,2,5,7,5,6,1,-1,2
Cc1cc(C(=O)N2CCN(S(=O)(=O)c3ccccc3)CC2)c(C)o1,0,0,8,-7,-2,-4,-2,1,-7
Cc1ccc(-n2c(SCc3cn4ccsc4n3)nc3ccccc3c2=O)cc1,-10,-2,3,3,1,2,4,-6,-2
OC(CN1CCCC(C(F)(F)F)C1)c1ccccc1 (stereo not drawn),-3,3,3,0,3,-4,-3,0,-1
COc1ccc(NS(=O)(=O)c2cn(C)cn2)cc1Cl,5,4,8,4,3,4,2,-3,1
COc1ccc(C(=O)CSc2nnc(C3CCCCC3)n2N)c(OC)c1,1,2,-2,11,2,2,3,-2,-9
COc1ccc(S(=O)(=O)N2CCC(C(=O)Nc3cc(Cl)ccc3N3CCOCC3)CC2)cc1OC,0,-2,6,-3,0,1,1,3,-3
O=C(CCCN1C(=O)[C@H]2CC=CC[C@H]2C1=O)NCc1nc(-c2ccc(Cl)cc2)no1,-1,-2,10,4,-2,-1,3,1,-1
O=C(CN1CCN(S(=O)(=O)c2cccc(F)c2)CC1)NCC1(N2CCOCC2)CCCCC1,·,-3,1,1,8,8,0,2,·
Cc1ccc(-c2cc(C(=O)N3CC(C)OC(C)C3)c3ccccc3n2)o1 (stereo not drawn),3,2,-3,2,4,-4,-1,-2,6
COc1cc(C(=O)OCC(=O)Nc2cccc(S(=O)(=O)N3CCCC3)c2)ccc1OCC(C)C,-21,-21,0,3,-7,-35,45*,-2,-15
